SRC3 TRFRET art: counter-screen for PPARgamma SRC-3 recruitment agonists: TR-FRET artefact. hit rate 0.39% among 99,000. PPARgamma/SRC-3 format; active compounds read high. TR-FRET ratio at 8 µM; in the data active means TR-FRET ratio above about 2000; further: inactives centre near 1600; reference of the scale not given here
SRC1 TRFRET art: flags TR-FRET format artefacts in PPARgamma SRC-1 recruitment agonist screen. TR-FRET detection artefact counter-screen, emission ratio; active compounds read high. TR-FRET ratio at 8 µM. hit rate 0.34% among 99,000; in the data active means TR-FRET ratio above about 2300; further: inactives centre near 1800; reference of the scale not given here
Numbers without * were called inactive.

`COc1cc(NC(=O)CN2C(=O)NC(C)(c3ccc4ccccc4c3)C2=O)c(C)cc1[N+](=O)[O-]` (centres undefined) gave SRC3 TRFRET art 1663 and SRC1 TRFRET art 1630.
Screening CC1(C)CC(CC(=O)O)CC(C)(C)N1 returned SRC3 TRFRET art 1597 and SRC1 TRFRET art 2019.
For CCOc1ccc(OCC)c(S(=O)(=O)NCCOC23CC4CC(CC(C4)C2)C3)c1 the results were SRC3 TRFRET art 1534 and SRC1 TRFRET art 1874.
`CCCCOC(=O)c1ccc(O)cc1` gave SRC3 TRFRET art 1508 and SRC1 TRFRET art 1721.
CCCCn1c(SCC(=O)NC2CCS(=O)(=O)C2)nc2cc(S(N)(=O)=O)ccc21 (centres undefined) was read as SRC3 TRFRET art 1503 and SRC1 TRFRET art 1698.
`CNC(=O)c1ccccc1Sc1ccccc1C#N` gave SRC3 TRFRET art 1250 and SRC1 TRFRET art 1585.
For CCOc1cc(NC(=O)c2ccccn2)c(OCC)cc1NC(=O)c1ccc(OC)cc1 the results were SRC3 TRFRET art 1710 and SRC1 TRFRET art 1699.
Screening CCCc1nnc(NC(=O)Nc2ccc(OC)cc2)s1 returned SRC3 TRFRET art 1566 and SRC1 TRFRET art 1909.
Screening COC(=O)c1ccc(OC(=O)CCN2C(=O)C3CCCCC3C2=O)cc1 (centres undefined) returned SRC3 TRFRET art 1572 and SRC1 TRFRET art 1897.
`C/C(=N\NC(=O)c1sccc1-n1cccc1)c1cccs1` gave SRC3 TRFRET art 1496 and SRC1 TRFRET art 1652.
`Fc1cccc(Nc2ncnc3sc4c(c23)CCC4)c1` gave SRC3 TRFRET art 1529 and SRC1 TRFRET art 1911.
Screening O=C(COC(=O)c1ccccc1)Nc1ccccc1Sc1ccccc1 returned SRC3 TRFRET art 1613 and SRC1 TRFRET art 1761.
Screening Cn1c(=O)oc2cc(S(=O)(=O)Nc3ccc(Cl)cc3F)ccc21 returned SRC3 TRFRET art 1520 and SRC1 TRFRET art 1589.
Screening COc1ccc(C(=O)C[n+]2ccccc2/C=N/O)cc1 returned SRC3 TRFRET art 1731 and SRC1 TRFRET art 1869.
Screening CCOc1ccc2[nH]c(=O)c(CN(CCN3CCCC3)C(=S)Nc3ccccc3OC)cc2c1 returned SRC3 TRFRET art 1536 and SRC1 TRFRET art 1923.
Cc1[nH]n(-c2nc(-c3cccc([N+](=O)[O-])c3)cs2)c(=O)c1C was read as SRC3 TRFRET art 1592 and SRC1 TRFRET art 1902.
Screening COC(=O)c1sc(N)c(C(=O)OC)c1COC(=O)[C@@H](NS(=O)(=O)c1cccc(Cl)c1)C(C)C returned SRC3 TRFRET art 1507 and SRC1 TRFRET art 1631.
`O=c1[nH]c(SCc2ccccc2Cl)nc2[nH]ncc12` gave SRC3 TRFRET art 1637 and SRC1 TRFRET art 1792.
CCc1ccccc1N1C(=O)C2C3CC(=O)C(c4ccccc43)C2C1=O (centres undefined) was read as SRC3 TRFRET art 1482 and SRC1 TRFRET art 1648.
`Cc1cc(-c2csc(NC(=O)c3ccc(C#N)cc3)n2)c(C)n1Cc1ccco1` gave SRC3 TRFRET art 1745 and SRC1 TRFRET art 2017.
For Cc1ccsc1C1Nc2ccccc2C(=O)N1O (centres undefined) the results were SRC3 TRFRET art 1546 and SRC1 TRFRET art 1744.
`CC(C)N(Cc1ccccc1)C(=S)Nc1ccc(F)cc1` gave SRC3 TRFRET art 1595 and SRC1 TRFRET art 2124.
For COC(=O)CSc1ccc2nnc(CCNS(=O)(=O)c3ccc(C)cc3)n2n1 the results were SRC3 TRFRET art 1303 and SRC1 TRFRET art 1736.
`Cc1sc2ncnc(SCC(=O)NNC(=O)c3ccco3)c2c1C` gave SRC3 TRFRET art 1449 and SRC1 TRFRET art 1802.
CCOc1ccc(-c2nnn(CC(=O)NCc3ccccc3)n2)cc1 was read as SRC3 TRFRET art 1533 and SRC1 TRFRET art 2046.
Cc1ccc(NC(=S)N(CCCN2CCCC(C)C2)Cc2ccco2)cc1C (centres undefined) was read as SRC3 TRFRET art 1496 and SRC1 TRFRET art 1616.
Screening O=C(Nc1nc(-c2cc3ccccc3o2)cs1)c1ccc(S(=O)(=O)N2CCCC2)cc1 returned SRC3 TRFRET art 1777 and SRC1 TRFRET art 1605.
Screening Cc1ccc(Oc2ccc(OCC(=O)NC(CC(C)C)C(=O)O)cc2)cc1 (centres undefined) returned SRC3 TRFRET art 1616 and SRC1 TRFRET art 2015.
Screening Cc1cc(CCCCCCCCc2cc(C)cc(=O)o2)oc(=O)c1 returned SRC3 TRFRET art 1378 and SRC1 TRFRET art 1953.
CC(=O)C1=C(c2ccccc2)NC(=S)NC1c1ccc(O)c(O)c1 (centres undefined) was read as SRC3 TRFRET art 1809 and SRC1 TRFRET art 2040.
Screening Cn1c(CN2CCOCC2)nnc1SCc1ccc(C#N)cc1 returned SRC3 TRFRET art 1454 and SRC1 TRFRET art 1545.
CCCNC(=O)N1CCN(Cc2ccco2)CC1 was read as SRC3 TRFRET art 1416 and SRC1 TRFRET art 1740.
c1csc(-c2ccnc3ncnn23)c1 was read as SRC3 TRFRET art 1478 and SRC1 TRFRET art 1596.
`COc1ccc(CCNC(=O)CSc2nnc3ccc(-c4cccnc4)nn23)cc1` gave SRC3 TRFRET art 1679 and SRC1 TRFRET art 1756.
Screening CN1N=C(C(F)(F)F)CC1=O returned SRC3 TRFRET art 1734 and SRC1 TRFRET art 1844.
CCOc1ccc(CNC(=O)CCc2cn(Cc3ccccc3)c3ccccc23)cc1 was read as SRC3 TRFRET art 1754 and SRC1 TRFRET art 1644.
Screening CCN(CC)S(=O)(=O)c1ccc2[nH]c(=O)cc(C(=O)Nc3ccc(C)cc3)c2c1 returned SRC3 TRFRET art 1830 and SRC1 TRFRET art 1878.
COc1cc(C(C)=O)ccc1COc1ccc(C(=O)OCC(=O)NC(C)(C)C)cc1OC was read as SRC3 TRFRET art 1530 and SRC1 TRFRET art 2014.
For CCOC(=O)c1sc2nc(CN3CCN(c4cccc(C(F)(F)F)c4)CC3)[nH]c(=O)c2c1C the results were SRC3 TRFRET art 1758 and SRC1 TRFRET art 2014.
Screening O=C(OCc1cnc(Cl)s1)c1cccs1 returned SRC3 TRFRET art 1737 and SRC1 TRFRET art 1983.
COc1ccc(CNC(=O)COC(=O)/C=C/c2ccc(Cl)cc2)cc1 was read as SRC3 TRFRET art 1511 and SRC1 TRFRET art 1903.
Cn1cccc1/C=N/NC(=O)Cc1cccc2ccccc12 was read as SRC3 TRFRET art 1718 and SRC1 TRFRET art 1645.
For O=C(CN1CCN(c2ccccc2O)CC1)Nc1cc([N+](=O)[O-])ccc1Cl the results were SRC3 TRFRET art 1413 and SRC1 TRFRET art 1841.
For O=C(CC1C(=O)NCCN1Cc1ccccc1C(F)(F)F)NCCn1cccn1 (centres undefined) the results were SRC3 TRFRET art 1806 and SRC1 TRFRET art 1929.
For CCOC(=O)c1cc(CC)sc1/N=C/C1=C(O)CC(C)(C)CC1=O the results were SRC3 TRFRET art 1682 and SRC1 TRFRET art 1768.
`CN1CCN(NC(=O)CSc2ccc(Cl)cc2Cl)CC1` gave SRC3 TRFRET art 1476 and SRC1 TRFRET art 1623.
Screening Cc1ccccc1CSc1nnc(-c2ccncc2)o1 returned SRC3 TRFRET art 1462 and SRC1 TRFRET art 1785.
CCNC(=S)N/N=C1\CCCCc2ccccc21 was read as SRC3 TRFRET art 1513 and SRC1 TRFRET art 1978.
`CCCc1cc(=O)[nH]c(SCC(=O)Nc2sc3c(c2C#N)CCC(C)C3)n1` (centres undefined) gave SRC3 TRFRET art 1414 and SRC1 TRFRET art 1759.
COc1ccccc1OCc1csc(N)n1 was read as SRC3 TRFRET art 1529 and SRC1 TRFRET art 1692.
`CCC(=O)N1CCN(c2ccc(NC(=S)NC(=O)c3ccc(OC)c([N+](=O)[O-])c3)cc2)CC1` gave SRC3 TRFRET art 1379 and SRC1 TRFRET art 1755.
For Cc1ccc(S(=O)(=O)NC(=O)c2ccc(Br)o2)c(C)c1 the results were SRC3 TRFRET art 1308 and SRC1 TRFRET art 1710.
Screening Cc1ccc(NC(=O)C2(C)Cc3ccccc3C(=O)O2)cc1 (centres undefined) returned SRC3 TRFRET art 1570 and SRC1 TRFRET art 1720.
`O=C(NNC(=O)c1ccncc1)NC1CCCCC1` gave SRC3 TRFRET art 1498 and SRC1 TRFRET art 1971.
Cc1ccc(CN2CCNC(=O)C2CC(=O)N(C)CCc2ccccc2)cc1 (centres undefined) was read as SRC3 TRFRET art 1530 and SRC1 TRFRET art 1612.
`COc1ccc(OCC(=O)N/N=C(\C)c2cc3ccccc3o2)cc1` gave SRC3 TRFRET art 1521 and SRC1 TRFRET art 1702.
`CCCC(=O)Nc1ccc(C(=O)Nc2cccc(OC)c2)cc1` gave SRC3 TRFRET art 1503 and SRC1 TRFRET art 1677.
Screening Cc1ccc(NC(=O)N2CCN(C/C=C/c3ccccc3)CC2)cc1 returned SRC3 TRFRET art 1653 and SRC1 TRFRET art 1830.
For NC1=NC2(CCCCC2)N(c2ccc(F)cc2F)C(N)=N1 the results were SRC3 TRFRET art 1407 and SRC1 TRFRET art 1867.
Screening COc1ccccc1NC(=S)N(Cc1ccco1)Cc1cc2ccc(C)c(C)c2[nH]c1=O returned SRC3 TRFRET art 1656 and SRC1 TRFRET art 1770.
Screening Cc1[nH]nc2c1C(c1ccco1)C(C#N)=C(N)O2 (centres undefined) returned SRC3 TRFRET art 1651 and SRC1 TRFRET art 1989.
O=C(NC(=S)Nc1ccc(N2CCOCC2)cc1)c1cccs1 was read as SRC3 TRFRET art 1403 and SRC1 TRFRET art 1748.
For Cc1ccc(-c2nc(CN(C)C3CCOC3)c(C)o2)s1 (centres undefined) the results were SRC3 TRFRET art 1359 and SRC1 TRFRET art 1537.
For COc1ccc(CCNC(=O)CCc2ccc(S(=O)(=O)NCC(C)C)cc2)cc1 the results were SRC3 TRFRET art 1684 and SRC1 TRFRET art 1733.
CC(C)c1ccc(S(=O)(=O)/N=C2/C=C(Sc3ncn[nH]3)C(=O)c3ccccc32)cc1 was read as SRC3 TRFRET art 1559 and SRC1 TRFRET art 1869.
`CC(=O)Nc1c([N+](=O)[O-])cc(C)c(Cl)c1[N+](=O)[O-]` gave SRC3 TRFRET art 1599 and SRC1 TRFRET art 1779.
Screening N#C/C(=C\c1ccc(N2CCCCC2)o1)C(N)=O returned SRC3 TRFRET art 1746 and SRC1 TRFRET art 2106.
`CCSc1nc2ccc(N3C(=O)C4C5C=CC(C5)C4C3=O)cc2s1` (centres undefined) gave SRC3 TRFRET art 1512 and SRC1 TRFRET art 1739.
Screening c1cc2c(cc1OCCNC1CCCC1)CCC2 returned SRC3 TRFRET art 1495 and SRC1 TRFRET art 1831.
For NC(=O)Nc1ccc(Oc2c(F)c(F)c(F)c(F)c2F)cc1 the results were SRC3 TRFRET art 1614 and SRC1 TRFRET art 1701.
Screening CC(NC(=O)C(c1ccccc1)c1ccccc1)C(=O)O (centres undefined) returned SRC3 TRFRET art 1602 and SRC1 TRFRET art 1867.
Cc1ccc(C(=O)N2CCN(c3ccccc3F)CC2)cc1S(=O)(=O)N1CCOCC1 was read as SRC3 TRFRET art 1576 and SRC1 TRFRET art 1766.
CC(=O)c1ccc(NCCC(=O)c2ccccc2)cc1 was read as SRC3 TRFRET art 1724 and SRC1 TRFRET art 1925.
COC(=O)C1(C)CCc2cc(OC)ccc2C1=O (centres undefined) was read as SRC3 TRFRET art 1718 and SRC1 TRFRET art 1827.
For O=C(NCCC(c1ccccc1)c1ccccc1)c1cnccn1 the results were SRC3 TRFRET art 1763 and SRC1 TRFRET art 1625.
For Cn1c(N2CCN(S(=O)(=O)c3ccc(Cl)cc3)CC2)nc2ccccc21 the results were SRC3 TRFRET art 1515 and SRC1 TRFRET art 1415.
CCC1CCC(C(=O)NNC(=O)OC)CC1 (centres undefined) was read as SRC3 TRFRET art 1569 and SRC1 TRFRET art 1864.
COCCNC(=O)CCCn1c(=O)c2cc(OC)c(OC)cc2n(CC(=O)NCCC2=CCCCC2)c1=O was read as SRC3 TRFRET art 1516 and SRC1 TRFRET art 1655.
Screening COC(=O)CCCNC(=O)c1ccc2[nH]c(C)c(C)c2c1 returned SRC3 TRFRET art 1567 and SRC1 TRFRET art 1812.
`Oc1ccc(N=Cc2ccc(OCc3ccccc3)cc2)cc1` gave SRC3 TRFRET art 1680 and SRC1 TRFRET art 1782.
N#C/C(=C\c1cn(CC(=O)N2CCCCC2)c2ccccc12)C(=O)NCc1ccc2c(c1)OCO2 was read as SRC3 TRFRET art 1554 and SRC1 TRFRET art 1825.

10 structures already listed, sorted by SMILES length, ascending.
Screening c1cc2c(cc1OCCNC1CCCC1)CCC2 returned SRC3 TRFRET art 1495 and SRC1 TRFRET art 1831.
COC(=O)C1(C)CCc2cc(OC)ccc2C1=O (centres undefined) was read as SRC3 TRFRET art 1718 and SRC1 TRFRET art 1827.
CC(=O)c1ccc(NCCC(=O)c2ccccc2)cc1 was read as SRC3 TRFRET art 1724 and SRC1 TRFRET art 1925.
`Oc1ccc(N=Cc2ccc(OCc3ccccc3)cc2)cc1` gave SRC3 TRFRET art 1680 and SRC1 TRFRET art 1782.
For O=C(NCCC(c1ccccc1)c1ccccc1)c1cnccn1 the results were SRC3 TRFRET art 1763 and SRC1 TRFRET art 1625.
Screening COC(=O)CCCNC(=O)c1ccc2[nH]c(C)c(C)c2c1 returned SRC3 TRFRET art 1567 and SRC1 TRFRET art 1812.
For NC(=O)Nc1ccc(Oc2c(F)c(F)c(F)c(F)c2F)cc1 the results were SRC3 TRFRET art 1614 and SRC1 TRFRET art 1701.
For Cn1c(N2CCN(S(=O)(=O)c3ccc(Cl)cc3)CC2)nc2ccccc21 the results were SRC3 TRFRET art 1515 and SRC1 TRFRET art 1415.
Cc1ccc(C(=O)N2CCN(c3ccccc3F)CC2)cc1S(=O)(=O)N1CCOCC1 was read as SRC3 TRFRET art 1576 and SRC1 TRFRET art 1766.
COCCNC(=O)CCCn1c(=O)c2cc(OC)c(OC)cc2n(CC(=O)NCCC2=CCCCC2)c1=O was read as SRC3 TRFRET art 1516 and SRC1 TRFRET art 1655.

Not all compounds are listed. The share of hits here may be higher or lower than overall.
